From PubChem
GCN5L2 inh: GCN5L2 (KAT2A) acetyltransferase inhibition. Q92830. GCN5L2 HAT assay, ThioGlo1 CoA-SH fluorescence. Potency, µM (doses to about 58.9 µM), without a hit: at the top dose activity change, negative = inhibition, hits mostly inhibitors. 390,000 compounds, 0.21% hits. AID 504327
Target sequence (Q92830 whole entry, looked up): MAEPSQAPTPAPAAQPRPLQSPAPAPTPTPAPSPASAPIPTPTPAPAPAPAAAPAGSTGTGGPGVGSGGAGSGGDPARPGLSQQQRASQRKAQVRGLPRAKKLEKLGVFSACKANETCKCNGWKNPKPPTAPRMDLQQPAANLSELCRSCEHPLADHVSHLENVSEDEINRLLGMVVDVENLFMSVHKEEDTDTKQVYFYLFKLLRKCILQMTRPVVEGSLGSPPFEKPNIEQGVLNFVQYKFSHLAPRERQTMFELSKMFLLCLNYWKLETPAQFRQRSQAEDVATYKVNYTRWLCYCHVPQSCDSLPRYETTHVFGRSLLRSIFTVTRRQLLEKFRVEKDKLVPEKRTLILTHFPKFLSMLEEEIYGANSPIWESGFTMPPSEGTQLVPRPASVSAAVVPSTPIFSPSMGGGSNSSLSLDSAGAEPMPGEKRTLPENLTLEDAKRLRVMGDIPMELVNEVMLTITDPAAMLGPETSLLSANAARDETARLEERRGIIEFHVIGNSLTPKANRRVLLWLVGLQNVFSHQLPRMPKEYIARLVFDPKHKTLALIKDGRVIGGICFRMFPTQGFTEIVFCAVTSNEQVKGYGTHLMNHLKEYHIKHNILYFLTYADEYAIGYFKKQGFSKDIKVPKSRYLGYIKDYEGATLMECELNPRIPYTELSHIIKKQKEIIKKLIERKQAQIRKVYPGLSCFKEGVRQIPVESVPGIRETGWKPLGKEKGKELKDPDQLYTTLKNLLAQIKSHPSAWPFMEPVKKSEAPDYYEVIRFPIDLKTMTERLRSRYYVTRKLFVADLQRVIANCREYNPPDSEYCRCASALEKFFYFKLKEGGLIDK
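Titration-based screen in which CoA formation is detected via maleimide probe ThioGlo1 (50uM) turning fluorescent on thiol reaction; substrates H3(1-25) 75uM and acetyl-CoA 70uM, GCN5L2 20nM, 20 min incubation at room temperature.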
DT40 TDP1 no CPT: qHTS for Inhibitors of human tyrosyl-DNA phosphodiesterase 1 (TDP1): qHTS in cells in absence of CPT; DT40 Tdp1-/- hTDP1 cells, no CPT, ATP luminescence, 48 h; Potency, µM (top dose mostly 46.2 µM), for inactives: top-dose activity change, negative = growth inhibition, most hits filed as inhibitors; 420,000 compounds, 15% hits; AID 686978, 2013; note: nearly all actives have a fitted effect of over 55% in size
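Luminescent ATP content (CellTiter-Glo) served as the growth readout. Knockout chicken DT40 cells expressing human TDP1 were exposed to compounds without camptothecin for a minimum 48 hr at 37 °C.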
TDP1 cell CPT: growth inhibition of DT40 Tdp1-/-;hTDP1 cells with camptothecin (screen for TDP1 inhibitors); Potency, µM (top dose mostly 46.2 µM), inactives show at the top dose activity change, negative = growth inhibition, usual class: inhibitors; 420,000 compounds, 12% hits; chicken DT40 Tdp1-/-;hTDP1 cells + 20 nM CPT, ATP luminescence, 48 h; note: nearly all actives have a fitted effect of over 55% in size
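Chicken DT40 Tdp1-/- cells stably complemented with human TDP1 were seeded at 400 cells/well in medium containing 20 nM camptothecin, exposed to pin-transferred compounds, and grown at 37 °C for at least 48 hr. Viability was read as ATP luminescence.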
An asterisk follows results filed as active; ? = inconclusive; . = no result given. Calls come from the whole dose curve; as a rule, active = well fitted curve in the direction sought with a large enough effect; inconclusive = small, poorly fitted or top-dose-only effect, or another doubt; inactive = no such curve, though single readings can be large; an effect the other way counts as inactive or inconclusive. % is set by controls: 0 for no effect and ±100 for the full control effect; potency is the fitted concentration of half-maximal effect.

SMILES	GCN5L2 inh	DT40 TDP1 no CPT	TDP1 cell CPT
c1ccc(-c2csc(Nc3ncccn3)n2)cc1	23%	?	?
COc1ccc(N2CCN(c3nc4c(C)cccn4c(=O)c3/C=C(\C#N)C(N)=O)CC2)cc1	-9%	?	?
Cc1cc(C)cc(C(=O)NCC(=O)OCC(=O)NC2CC2)c1	-3%	4%	6%
O=C(NCCN1CCCCC1)c1ccc2c(c1)OCCO2	2%	-3%	2%
CNC[C@@H](Cc1ccccc1)NC[C@@H](CC1CCCCC1)NCCCc1ccccc1	-4%	9.2µM*	8.2µM*
CN(C)S(=O)(=O)c1ccc(C(=O)NCCOc2ccc(F)cc2)cc1	-1%	-29%	-18%
N#Cc1ccc(CSc2nnc3[nH]c(=O)cc(N)n23)cc1	-8%	-11%	-7%
Cc1nnc(NC(=O)CSc2nc(C(C)C)nc3sc(C)c(C)c23)s1	-1%	8.2µM*	?
COc1ccc2c(c1)OC/C(=C/c1ccc(OC)c(OC)c1)C2=O	-8%	?	?
NC(=O)c1ccc(N2CCN(c3ccccc3O)CC2)c([N+](=O)[O-])c1	-2%	?	-22%
Cc1nc(C(=O)NNC(=O)Nc2ccc(Cl)cc2)cs1	0%	-1%	4%
COC(=O)[C@@]1(Sc2ccc(C)cc2)CC(=O)N(C(=O)CCc2ccccc2)[C@@H]1c1ccccc1	.	?	?
CCCCCCn1c(=O)n2n(c1=O)[C@@H]1CN(S(=O)(=O)c3ccc(C)cc3)C[C@]1(O)[C@@H](OC(=O)Nc1c(C)noc1C)C2	.	29µM*	?
COc1ccccc1-c1cc(C(F)(F)F)nc(N2CCN(c3ccccc3)CC2)n1	13%	?	7%
Cc1ccc(S(=O)(=O)NC(C(=O)N2CCOCCOCCOCC2)c2ccccc2)cc1 (configuration not stated)	-2%	3%	7%
CCCNC(=S)N1CCN(C)CC1	3%	-9%	-1%
COc1ccc(Cl)cc1N(CC(=O)N(C)C)S(=O)(=O)c1ccc(C)c([N+](=O)[O-])c1	-7%	21µM*	?
COc1ccc(OC)c(S(=O)(=O)NC(=O)C2(C)CCN2C(=O)Cc2ccccc2Cl)c1 (configuration not stated)	.	5%	11%
CCC(Sc1nc2cc(OC)c(OC)cc2c(=O)n1Cc1ccc(Cl)cc1)C(=O)NCCOC (configuration not stated)	-4%	-7%	-4%
COCCNC(=S)Nc1ccccc1[N+](=O)[O-]	-7%	1%	-17%
CCN(CC)S(=O)(=O)c1ccc(N2CCOCC2)c(NC(=S)NC(=O)c2ccco2)c1	-15%	?	10µM*
Cc1ccc(S(=O)(=O)Nc2cc3c(cc2Cl)n(C)c(=O)c(=O)n3C)cc1	-2%	-24%	-2%
COc1ccc(-n2nnnc2SC(C)C(=O)NC2CCCC2)cc1 (configuration not stated)	-6%	-3%	-20%
O=C(Nc1ccccc1N1CCCC1)c1cccnc1Cl	5%	-15%	-13%
COC(=O)c1ccc2c(=O)n(CCCCCC(=O)NCc3ccc(Cl)cc3)c(=O)[nH]c2c1	-28%	?	?

Next section; it opens with the two that closed the last part.
SMILES	GCN5L2 inh	DT40 TDP1 no CPT	TDP1 cell CPT
O=C(Nc1ccccc1N1CCCC1)c1cccnc1Cl	5%	-15%	-13%
COC(=O)c1ccc2c(=O)n(CCCCCC(=O)NCc3ccc(Cl)cc3)c(=O)[nH]c2c1	-28%	?	?
CCOC(=O)c1ccn(S(=O)(=O)c2ccc(C)cc2)c1-c1ccccc1	.	?	?
Cc1cc2nc(-c3ccc(SCC(=O)N4CCN(C(=O)c5ccco5)CC4)nc3)[nH]c2cc1C	?	?	?
Cc1ccc(/C=N/NC(=O)c2cc(-c3ccccc3)nc3ccccc23)o1	-25%	9.2µM*	18µM*
Cc1cnc(=O)[nH]c1SCc1ccc([N+](=O)[O-])cc1	0%	-10%	-13%
O=C(C1CCCN1S(=O)(=O)c1cccc2cccnc12)N1CCn2c1nc1ccccc12 (configuration not stated)	-1%	-17%	-4%
CC(=O)c1cccc(NC(=O)C2CCN(S(=O)(=O)c3ccc(C)cc3)CC2)c1	0%	-29%	2%
Cc1ccc2nc3c(cc2c1)c(NC(=O)C(C)(C)C)nn3CC(C)C	-26%	-16%	-22%
CCOC(=O)c1c(NC(=O)OC)sc2c1CCC2	-2%	-1%	-9%
CCNS(=O)(=O)c1ccc(CCC(=O)Nc2ccc(C(=O)OC)cc2)cc1	-2%	?	8%
Cc1ccc(N2CCCCn3c2nc2c3c(=O)[nH]c(=O)n2C)cc1	-8%	-26%	-4%
CCCCC[C@@H](C)N1C[C@H](COCc2ccccc2)Oc2cc(N3CCC[C@H]3C(N)=O)ccc2S1(=O)=O	.	6.5µM*	2.9µM*
COc1cccc(NC(=O)CN(C)C(=O)Cn2[nH]c(=O)c3ccccc3c2=O)c1	2%	-9%	-4%
Cc1ccc(NC(=O)COC(=O)C2COc3ccccc3O2)cc1S(=O)(=O)N1CCOCC1 (configuration not stated)	-3%	-22%	-11%
CC(/C=C1\SC(=S)N(c2ccc(C(=O)O)cc2)C1=O)=C\c1ccccc1	-28%	?	?
O=C(Nc1cccc(-n2cnnn2)c1)c1ccc(Cl)cc1Cl	-2%	?	?
CC(=O)N1CCN(c2ccc(Nc3ncnc4c3oc3ccccc34)cc2)CC1	-17%	10µM*	15µM*
Cc1ccc(N2CC(C(=O)Nc3ccc(Cl)cc3Cl)CC2=O)cc1 (configuration not stated)	-8%	-14%	-6%
N#Cc1ccc(-c2nc3ccc(Cl)cn3c2Cc2cccc(Cl)c2)cc1	.	21µM*	?
Cc1cccc(NC(=O)c2ccc(OCc3c(C)noc3C)cc2)n1	-7%	13µM*	?
Cc1cc([N+](=O)[O-])ccc1NC(=O)c1cccc(NC(=O)C(C)C)c1	-8%	23µM*	?
CCOc1c(OC(C)=O)ccc(/C=C/c2ccc3cccc(OC)c3n2)c1[N+](=O)[O-]	-8%	16µM*	?
Cn1nc([N+](=O)[O-])nc1Sc1nnnn1-c1ccc(C(=O)O)cc1	2%	-17%	-8%
O=c1[nH]cnc2nc[nH]c12	-12%	20%	25%
Cc1ccc(/C=N/N2CCN(Cc3ccc(Cl)cc3)CC2)o1	-8%	?	-26%
CCOc1ccc(NC(=O)COc2ccc(C(=O)NC(C)c3ccc(S(N)(=O)=O)cc3)cc2OC)cc1 (configuration not stated)	-3%	?	-29%

Reprinted from the part before: two compounds, followed by the next part.
SMILES	GCN5L2 inh	DT40 TDP1 no CPT	TDP1 cell CPT
Cc1ccc(/C=N/N2CCN(Cc3ccc(Cl)cc3)CC2)o1	-8%	?	-26%
CCOc1ccc(NC(=O)COc2ccc(C(=O)NC(C)c3ccc(S(N)(=O)=O)cc3)cc2OC)cc1 (configuration not stated)	-3%	?	-29%
CCc1nnc(NC(=O)CC23CC4CC(CC(C4)C2)C3)s1	-2%	-22%	-21%
N#Cc1ccc(NC(=O)Nc2ccc(Cl)cc2)cc1	-11%	3.7µM*	2.9µM*
CC1CCCCC1NC(=O)c1nn(C)c2c1CS(=O)(=O)c1ccccc1-2 (configuration not stated)	-1%	-3%	?
O=C(CCc1ccccc1)Nc1ccc(Cl)cn1	2%	3.3µM*	5.8µM*
CCOC1=C2CN(S(=O)(=O)c3ccc(C)cc3)C(c3ccc(C)cc3)CC2N(S(=O)(=O)c2ccc(C)cc2)C(c2ccccc2)C1 (configuration not stated)	.	-28%	?
CCN(CC)CC(O)CNc1ccnc2c(Cl)ccc(Cl)c12 (configuration not stated)	.	-6%	6%
CN(CC(=O)Nc1ccc(Cl)c(C(F)(F)F)c1)C(=O)c1ccc(S(=O)(=O)N2CCOCC2)cc1	.	6.5µM*	4.6µM*
CN(C)/N=C/C=C1\CCC/C(=C\c2ccc(F)c(F)c2)C1=O	2%	26µM*	?
Cn1c(=NC(=O)c2ccccc2[N+](=O)[O-])sc2cc(S(C)(=O)=O)ccc21	4%	-18%	-24%
Cc1ccc(C(=O)NNC(=O)CCCCC(=O)NNC(=O)c2ccc(C)cc2)cc1	1%	4%	19%
O=C(OCc1c(-c2ccccc2)ncc2ccccc12)c1ccc(Br)cc1	-4%	13µM*	-25%
Cc1ccc(Nc2cc(=O)oc3ccccc23)c(C)c1	0%	5%	-3%
CC1C(=O)N2CCCc3cc(S(=O)(=O)NCc4ccc(Cl)cc4)cc1c32 (configuration not stated)	0%	?	?
O=C(Nc1nccs1)c1cc2sccc2n1Cc1ccc(F)cc1	2%	-10%	?
CC(C)CC(=O)NC(=S)NCCc1ccccc1	2%	?	?
Cc1cccc(NC(=O)N2CCC(C(=O)c3ccc(F)cc3)CC2)c1	-11%	?	?
CCOC(=O)c1ccc(NC(=O)C(Cc2ccccc2)NS(=O)(=O)c2ccc(Br)s2)cc1 (configuration not stated)	-8%	2%	2%
Clc1ccc(-c2ccc(CNCCSc3nnnn3-c3ccccc3)o2)cc1	0%	-25%	?
COc1cc(C(=S)N2CCOCC2)ccc1OC(=O)c1cc([N+](=O)[O-])cc([N+](=O)[O-])c1	8%	?	-7%
O=C(c1cccc(F)c1)N1CCN(S(=O)(=O)c2ccccc2)CC1	-1%	0%	-7%
Cc1ccc(Nc2nc(-c3cccs3)cs2)nc1	-4%	?	?
CCc1ccc(CC2S/C(=C(\C#N)C(C)=O)NC2=O)cc1 (configuration not stated)	?	2.3µM*	1.6µM*
COCc1c(C(=O)N2CCN(CCOc3ccccc3)CC2)oc2ccccc12	-4%	?	?
O=S(=O)(NC1CCCCC1Sc1ncccn1)c1ccccc1 (configuration not stated)	-4%	?	0%
O=S(=O)(NCc1ccco1)c1cnc(Cl)c(Cl)c1	-13%	3%	-10%

Given as labelled records: entries from further up.
compound: Cc1cnc(=O)[nH]c1SCc1ccc([N+](=O)[O-])cc1
  GCN5L2 inh: 0%
  DT40 TDP1 no CPT: -10%
  TDP1 cell CPT: -13%

compound: NC(=O)c1ccc(N2CCN(c3ccccc3O)CC2)c([N+](=O)[O-])c1
  GCN5L2 inh: -2%
  DT40 TDP1 no CPT: ?
  TDP1 cell CPT: -22%

Further compounds follow:
SMILES	GCN5L2 inh	DT40 TDP1 no CPT	TDP1 cell CPT
O=C(CCN1CCCCC1)Nn1c(=S)[nH]c2ccccc2c1=O	1%	-2%	-11%
O=C(Cc1ccccc1)N(Cc1cccnc1)c1nc2ccc(Cl)cc2s1	-8%	-21%	?
O=[N+]([O-])c1ccc(OCCOCCOc2ccc([N+](=O)[O-])cc2)cc1	-3%	-1%	3%
CCOCCCN(CCC#N)C(=O)C1CCN(S(=O)(=O)c2ccc(-n3cnnn3)cc2)CC1	0%	5%	-3%
O=C(NCCSc1ccccc1)c1cccnc1	-6%	-4%	-26%
COc1ccc(C2(CNS(=O)(=O)c3ccc(C)cc3)CCOCC2)cc1	3%	-16%	-20%
C/C(=N\NC(=O)CCCNc1ccc(C)cc1)c1ccccn1	1%	5.2µM*	5.8µM*
CCC(Oc1ccccc1)C(=O)Nc1cc(-c2cccc(C)c2)nn1-c1ccccc1 (configuration not stated)	2%	-7%	-25%
O=C1CSC(=S)N1N=Cc1ccccc1O	.	9.2µM*	?
Cn1c(CCCNC(=O)c2ccco2)nc2ccccc21	.	-4%	18%
O=C(NCCCn1ccnc1)C(=O)NCC1OCCN1S(=O)(=O)c1ccc(F)cc1 (configuration not stated)	-5%	0%	1%
CC1(C)CC(=NOC(=O)c2ccccc2)CC(C)(C)N1O	-2%	-28%	-4%
COCCn1ccc2c(OCC(=O)NCCc3ccccc3)cccc2c1=O	3%	?	-20%
NS(=O)(=O)c1ccc(NC(=O)CN(C(=O)C(F)(F)F)C2CCCC2)cc1	.	-5%	-6%
COc1cccc2cc(-c3nc4sc5c(c4c(=O)[nH]3)CCC(C(C)(C)C)C5)c(=O)oc12 (configuration not stated)	5%	14%	-3%
N#Cc1nc(COc2ccccc2Cl)oc1NCc1ccc(F)cc1	-12%	?	-25%
CCOC(=O)c1c(Nc2ccccc2OCCOC)n[nH]c1C	-8%	-19%	?
O=C(CCn1nnc2ccccc2c1=O)N[C@H](C(=O)O)c1ccccc1	-8%	9%	0%
COc1cc(NC(=O)Cn2ccc3ccccc3c2=O)cc(OC)c1OC	-6%	-8%	-21%
O=c1sc2ccccc2c(N2CCCC2)c1[N+](=O)[O-]	-2%	?	2%
CCc1ccc2c(Cl)c(C(=O)N/N=C/c3c[nH]c4ccccc34)sc2c1	-28%	?	21µM*
Cc1ccc(S(=O)(=O)CCSc2n[nH]c(=O)n2-c2ccc3c(c2)OCCO3)cc1	1%	21µM*	?

Whole records from above. Screens in order: GCN5L2 inh	DT40 TDP1 no CPT	TDP1 cell CPT
CCN(CC)CC(O)CNc1ccnc2c(Cl)ccc(Cl)c12 (configuration not stated) across the screens: .	-6%	6%
CCNS(=O)(=O)c1ccc(CCC(=O)Nc2ccc(C(=O)OC)cc2)cc1 across the screens: -2%	?	8%
